# Tau FP inhib = tau fibrillization inhibition (FP) | P10636 | K18 P301L tau heparin fibrillization, Alexa594 FP, 6 h | Potency, µM (doses to about 57.7 µM), without a hit: at the highest dose activity, negative = inhibition, actives largely listed as inhibitors | 280,000 tested, 0.39% active | AID 1468; also: nearly all actives have a fitted effect of over 55% in size
# Target sequence (P10636 561-689 P618L limits assumed): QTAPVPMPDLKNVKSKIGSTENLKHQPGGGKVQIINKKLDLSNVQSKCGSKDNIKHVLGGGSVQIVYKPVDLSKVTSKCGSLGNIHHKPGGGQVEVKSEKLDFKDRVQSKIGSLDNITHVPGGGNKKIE
#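 Steps: dispense K18 P301L tau (15 uM plus 0.24 uM Alexa 594 tracer, final) in pH 7 sodium acetate; add compound; add heparin (20 uM final); incubate 6 hr, 37 C; add ThT (30 uM final); after 1 hr ambient, read FP.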
# Tau ThT inhib = inhibitors of human tau fibril formation, thioflavin T binding; P10636; recombinant tau K18 P301L (four-repeat tau fragment), heparin-induced fibrillization, ThT fluorescence; Potency, µM (series often up to 57.4 µM), without a hit: at the highest dose activity, negative = inhibition, most hits filed as inhibitors; 270,000 tested, 2.1% active; AID 1460; also: nearly all actives have a fitted effect of over 55% in size
#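 Tau K18 P301L fragment (15 uM unlabeled plus 0.24 uM Alexa 594-labeled) in 100 mM sodium acetate pH 7 with compound, fibrillization induced by 20 uM heparin for 6 hr at 37 C. Thioflavin T (30 uM) added, fluorescence read after 1 hr (ex 450, em 510 nm).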
# RGS12 GoLoco inh = blocks human Gai1 binding to RGS12 GoLoco peptide, red readout. AID 880. Potency, µM (doses to about 61.6 µM), for the others: at the highest dose activity, negative = inhibition, actives largely listed as inhibitors. 230,000 tested, 0.44% active. Gai1:RGS12 GoLoco peptide FP, rhodamine, 10 min. P63096; active = well fitted inhibition curve with a large enough effect, not every such curve was filed as active; inactive = no such curve, though single readings can be large or run the other way; also: nearly all actives have a fitted effect of over 30% in size; many of its hits are not listed in these tables
# TexasRed fluor = counter-screen for TRb-SRC2 inhibitors: fluorescence interference | TRb/SRC2 Texas Red total fluorescence interference | Potency, µM (doses to about 106 µM), without a hit: at the highest dose fluorescence change, negative = quenching | 280,000 tested, 0.29% active | AID 1479; active = well fitted curve in either direction with a large enough effect; inconclusive = small, poorly fitted or top-dose-only effect
#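 Human TRβ ligand-binding domain (0.6 uM) and Texas Red SRC2 peptide (20 nM) in Tris buffer with 1 uM T3 and 5% DMSO were incubated with pinned compound for 5 hr at ambient temperature. Total fluorescence was computed as S + 2P (555/632 nm).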
# L3MBTL1 inh = L3MBTL1 (human) inhibition | 230,000 tested, 0.66% active | Potency, µM (doses to about 57.1 µM), inactives show at the top dose activity, negative = inhibition, most hits filed as inhibitors | Q9Y468 | AlphaScreen L3MBTL1–H3K9me1 peptide binding; also: nearly all actives have a fitted effect of over 60% in size
#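 AlphaScreen assay: L3MBTL1 (50 nM final) was preincubated 30 min at room temperature with biotinylated H3(1-15)K9me1 peptide (75 nM final), then 30 min with library compounds; streptavidin donor and nickel chelate acceptor beads (10 ug/mL final) added, 30 min dark.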
# TRb-SRC2 inh = TRbeta-SRC2 interaction inhibition. P10828. TRbeta-SRC2 peptide binding, fluorescence polarization; receptor liganded with 1 µM T3. Potency, µM (highest dose often 106 µM), for the others: at the top dose activity change, negative = inhibition, most hits filed as inhibitors. 280,000 tested, 0.065% active. AID 1469;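 also: plate controls were bound peptide for no effect and peptide without receptor for full effect; nearly all actives have a fitted effect of over 50% in size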
# Target sequence (P10828 whole entry, looked up): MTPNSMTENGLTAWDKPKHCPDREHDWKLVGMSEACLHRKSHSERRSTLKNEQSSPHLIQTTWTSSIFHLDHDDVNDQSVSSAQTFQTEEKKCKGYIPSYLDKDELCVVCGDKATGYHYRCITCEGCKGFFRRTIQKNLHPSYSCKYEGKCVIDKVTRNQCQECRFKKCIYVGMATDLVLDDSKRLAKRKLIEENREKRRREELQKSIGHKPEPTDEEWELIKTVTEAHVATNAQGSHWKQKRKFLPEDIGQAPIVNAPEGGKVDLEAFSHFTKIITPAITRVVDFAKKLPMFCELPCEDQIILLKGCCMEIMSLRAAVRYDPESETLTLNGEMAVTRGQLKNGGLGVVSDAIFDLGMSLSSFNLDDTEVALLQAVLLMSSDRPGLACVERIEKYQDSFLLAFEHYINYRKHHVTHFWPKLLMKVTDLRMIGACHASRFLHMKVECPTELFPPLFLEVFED
#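 Human TRb LBD (0.6 uM) plus Texas Red-labeled SRC2 peptide (20 nM), 1uM T3, 5% DMSO, 5 hr at ambient temperature. Decreased polarization (555/632 nm) flags inhibition; data normalized to free and bound peptide controls.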
# RECQ1 inh = RECQ1 (human) helicase inhibition | P46063 | RECQ1 DNA unwinding, red fluorescence kinetic read | Potency, µM (series often up to 57.3 µM), without a hit: top-dose activity, negative = inhibition, most hits filed as inhibitors | 240,000 tested, 0.54% active | AID 2549;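 also: plate controls were vehicle for no effect and no enzyme for full effect; nearly all actives have a fitted effect of over 30% in size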
#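 RECQ1T1 50 nM; forked duplex (20 bp + 30-nt ss tails) 200 nM, ATP 2 mM final; pH 8.0, 2 mM MgCl2, 2.5 ug/ml poly(dI-dC); 15 min compound preincubation; discontinuous kinetic read over 2 h at RT.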
# KDM4E inh = blocks human JMJD2E demethylase activity | B2RXH2 | JMJD2E catalytic domain, FDH-coupled NADH fluorescence (FDH is formaldehyde dehydrogenase) | Potency, µM (highest dose often 57.1 µM), for inactives: at the highest dose activity change, negative = inhibition, actives largely listed as inhibitors | 230,000 tested, 1.6% active | AID 2147; active = well fitted inhibition curve with a large enough effect, not every such curve was filed as active; inconclusive = small, poorly fitted or top-dose-only effect, or another doubt; inactive = no such curve, though single readings can be large or run the other way;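 also: 0% = wells with enzyme and -100% = buffer wells without enzyme; nearly all actives have a fitted effect of over 50% in size; many of its hits are not listed in these tables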
# Target sequence (B2RXH2 1-337 limits assumed): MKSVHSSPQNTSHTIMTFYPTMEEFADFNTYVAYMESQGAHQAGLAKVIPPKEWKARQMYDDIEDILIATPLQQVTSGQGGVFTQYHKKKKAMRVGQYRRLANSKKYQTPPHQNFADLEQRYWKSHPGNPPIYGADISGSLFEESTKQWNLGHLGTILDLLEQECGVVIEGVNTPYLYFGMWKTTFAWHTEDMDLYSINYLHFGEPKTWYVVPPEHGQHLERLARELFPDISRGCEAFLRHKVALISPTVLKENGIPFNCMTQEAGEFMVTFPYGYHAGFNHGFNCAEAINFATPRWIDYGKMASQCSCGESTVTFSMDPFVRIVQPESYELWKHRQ
# An asterisk follows results filed as active; i = inactive; ? = inconclusive; / = not tested or not shown; [ ] = dose if it differs, or a comment. Unless noted, calls follow the shape of the dose curve; as a rule, active = well fitted curve in the direction sought with a large enough effect; inconclusive = small, poorly fitted or top-dose-only effect, or another doubt; inactive = no such curve, though single readings can be large; an effect the other way counts as inactive or inconclusive. Unless noted, % is scaled to controls: 0 for no effect and ±100 for the full control effect; potency is read from the fitted curve at half-maximal effect.
SMILES,Tau FP inhib,Tau ThT inhib,RGS12 GoLoco inh,TexasRed fluor,L3MBTL1 inh,TRb-SRC2 inh,RECQ1 inh,KDM4E inh
CCOC(=O)C(C)Sc1ncc(OC)c(Sc2ccc(Cl)cc2)n1 (centres undefined),-11%,-14%,-12%,-1%,32%[activator],-4%,1%,-4%
c1ccc(CSc2nc3ccccc3[nH]2)cc1,-1%,/,3%,0%,/,-2%,0%,10%
CCN1C(=O)C(Cc2nc3ccccc3c(=O)n2-c2ccc(OC)cc2)c2cc(C)ccc21 (centres undefined),-3%,-10%,/,-3%,/,4%,/,/
COc1ccccc1NC=C1C(=O)OC(C)(C)OC1=O,5%,0%,1%,0%,1%,8%,-11%,-3%
O=C(Nc1ccc(F)cc1)C(Cc1ccccc1)n1cccc1 (centres undefined),-10%,/,2%,-1%,/,6%,-5%,-3%
CCOC(=O)c1ccc(NC(=O)c2c(NCc3sccc3C)sc3c2CCCCC3)cc1,-21%,32µM*,/,-10%,/,-4%,/,/
COc1ccc(C2C=C(c3cccc(OC)c3)Nc3c(C(=O)Nc4ccccc4)cnn32)cc1 (centres undefined),?,7%,/,-17%,/,-1%,/,/
Cc1ccc(-c2nn(C)c(=O)c3ccccc23)cc1CNS(C)(=O)=O,-3%,4%,6%,-6%,/,-5%,-13%,3%
Cc1ccccc1P(=O)(CO)c1ccccc1C,8%,-4%,0%,2%,-2%,-2%,i,0%
CC(C)Oc1ccc(C(=O)CCN2CCCCC2)cc1,21%,?,-3%,1%,0%,?,-2%,-6%
CC(=O)Nc1c([N+](=O)[O-])cc2[nH]c(=O)[nH]c2c1[N+](=O)[O-],-2%,?,-14%,-1%,-7%,-6%,-8%,25µM*
Cc1cc(=O)oc2c1c(C)nn2-c1cccc(Cl)c1,2%,0%,10%,0%,3%,1%,-3%,-10%
Cc1ccc(N2CC(C(=O)Nc3ccncc3)CC2=O)cc1 (centres undefined),10%,1%,-3%,-1%,2%,-1%,i,6%
CCOC(=O)N1CCC(NC(=O)C(NS(=O)(=O)c2cccc3nsnc23)c2ccccc2)CC1 (centres undefined),-6%,-7%,-3%,-4%,/,11%,i,2%
CN(C1CCCCC1)S(=O)(=O)c1ccc2c(c1)c(=O)c(C(=O)NCCc1ccc(Cl)cc1)cn2C,-2%,-3%,/,-1%,/,-7%,/,/
CCN(CC)S(=O)(=O)c1cccc(-c2nnc(SCC(=O)c3cc(C)n(C4CC4)c3C)o2)c1,-4%,-15%,10%,1%,/,1%,-2%,4%
COc1ccc(C(=O)CCC(=O)Nc2ccc(C)c(Cl)c2)cc1,?,-18%,/,-10%,/,-3%,/,/
O=C(NCCCO)c1ccc2[nH]c3c(c2c1)CCCC3,-11%,?,-7%,0%,/,5%,0%,3%
COc1ccc(N2CCN(C(=O)c3cc(NS(=O)(=O)c4ccc(F)cc4)ccn3)CC2)cc1,-2%,-4%,/,-23%,/,7%,/,/
Cc1ccc(/C=C2/SC(=S)N(CCC(=O)N3CCN(c4ccccc4)CC3)C2=O)cc1,-8%,-3%,-1%,1%,?,13%,0%,3%
CC(Sc1ccsc1[N+](=O)[O-])C(=O)NCc1ccccc1 (centres undefined),2%,0%,7%,-1%,-6%,3%,i,3%
C[C@H](NS(=O)(=O)c1ccc(Cl)c(Cl)c1)C(=O)OCc1cc(=O)n2cc(Br)ccc2n1,5%,1%,6%,-31%,?,-3%,?,?
COC(=O)N[C@H](C[N+](=O)[O-])c1cccc(C)c1,-3%,4%,3%,-2%,/,-6%,1%,2%
Cc1ccc(-c2cc(C(=O)Nc3ccc(S(=O)(=O)Nc4onc(C)c4C)cc3)c3ccccc3n2)cc1,-1%,?,-4%,2%,-3%,-1%,-5%,-22%
CN(Cc1nc2ccccc2c(=O)[nH]1)c1ccccc1,4%,-3%,9%,0%,3%,2%,-10%,2%
O=C(CCn1c(=O)c2cccn2c2cccnc21)N1CCN(c2cccc(Cl)c2)CC1,5%,?,/,-2%,/,4%,/,/
CC(C)c1cc(NC(=O)CSc2nnc(-c3ccccc3F)n2C)on1,-5%,-11%,10%,1%,4%,-7%,-16%,-2%
Cc1nc2ccc(S(=O)(=O)NC(C(=O)NC3CCCC3)C(C)C)cc2s1 (centres undefined),-4%,-9%,-4%,-3%,/,-9%,-13%,5%
COCCNC(=S)N(CCc1c(C)[nH]c2ccc(C)cc12)Cc1cc(OC)c(OC)c(OC)c1,-7%,4%,-5%,-1%,-13%,-1%,-7%,0%
COc1ccc(CCNC(=O)c2csc3c2CCCCC3)c(OC)c1,-10%,-2%,/,20µM*[quencher],/,-7%,/,/
CCC(=O)N(Cc1cc2ccccc2[nH]c1=O)c1ccc(OC)cc1,-11%,-10%,4%,1%,3%,4%,5%,?
Cc1nn(CCCC(=O)Nc2ccccn2)c(C)c1[N+](=O)[O-],2%,1%,0%,-3%,11%,3%,-4%,-1%
CCOc1ccc(S(=O)(=O)NCCc2sc3nc(-c4ccc(F)cc4)nn3c2C)cc1,-3%,-4%,/,-1%,/,3%,/,/
Cc1c(N=Nc2ccc(N(C)C)cc2)c(=O)n(-c2ccccc2)n1C,-6%,16µM*,12%,-1%,-19%,1%,-10%,-6%
O=C(Nc1ccc(Cl)cc1)c1cc2nc(-c3ccc4c(c3)OCO4)cc(C(F)(F)F)n2n1,-10%,6%,/,5%,/,11%,/,/
O=C(NCC(O)COc1ccc([N+](=O)[O-])cc1)Nc1ccccc1 (centres undefined),-9%,-8%,2%,1%,0%,3%,-9%,-1%
Cc1ccc2oc(=O)c3cc(C(=O)Nc4ccc(C)c(F)c4)sc3c2c1,-11%,2%,/,1%,/,-2%,/,/
O=C(CCn1c(=O)sc2ccccc21)Nc1nccs1,-3%,-10%,-12%,-2%,/,10%,-10%,6%
CC(=O)Oc1ccc2c(c1C(C)C)CCC1C(C)(C)CCC[C@@]21C (some centres undefined),-4%,-6%,9%,-3%,/,7%,i,12%
COC(=O)CSC1=C(C#N)C(c2ccccc2F)CC(=O)N1 (centres undefined),0%,4%,-14%,1%,/,7%,4%,-15%
COCCn1nnnc1C(CC(C)C)N1CCN(C(=O)c2ccco2)CC1 (centres undefined),0%,-9%,/,-1%,4%,9%,-3%,4%
CC1(C)C2CC=C(/C=N/NC(=S)Nc3cccnc3)C1C2 (centres undefined),0%,3%,-4%,-1%,21%,2%,-4%,2%
CC(C)C[C@@H](CSc1ccc(Br)cc1)N1CCN(C)CCC1=O,3%,-2%,6%,-3%,/,-10%,i,2%
COc1ccc(CCN2C(=O)CN(Cc3ccccc3)CC2=O)cc1OC,-9%,-6%,-1%,2%,10%,-4%,-12%,0%
O=C(O)CCc1ccc(-c2ccccc2)n1-c1cccc(Br)c1,-2%,-24%,/,-3%,/,1%,/,/
Cc1ccccc1C(=O)N1CCN(c2ncnc3c2cnn3-c2ccccc2)CC1,5%,-12%,5%,2%,1%,-5%,3%,-5%
Cc1ccc(-n2c(=O)c3c(C)c(C)sc3n(Cc3ccc(F)cc3Cl)c2=O)cc1C,-2%,-3%,/,0%,/,0%,/,/
Cc1ccc(C(=O)c2cn(Cc3cccc(F)c3)c3nc(C)ccc3c2=O)cc1,2%,-15%,/,2%,/,2%,/,/
Cc1cc(NC(=O)CSc2nc(N)c(NC(=O)c3ccccc3)c(=O)[nH]2)no1,-7%,-4%,2%,3%,/,6%,-12%,8%
O=C(/C=C/c1ccc(Cl)cc1)NC(=S)NN1CCCCC1c1cccnc1 (centres undefined),1%,?,-1%,-3%,-7%,2%,-6%,-14%
# (next part)
SMILES,Tau FP inhib,Tau ThT inhib,RGS12 GoLoco inh,TexasRed fluor,L3MBTL1 inh,TRb-SRC2 inh,RECQ1 inh,KDM4E inh
O=C(c1ccc2c(=O)n3c(nc2c1)CCCCC3)N1CCN(c2ccccc2)CC1,-2%,-15%,3%,-2%,1%,-1%,-7%,-4%
CCC(C)(C)NC(=O)Cc1ccc(F)cc1,3%,5%,13%,-1%,9%,-9%,i,?
CCOC(=O)c1cc(OC(=O)c2ccccc2)n(-c2ccccc2)n1,7%,-12%,12%,-8%,/,-4%,-12%,3%
O=C(CSc1nc(-c2ccccc2)c(-c2ccccc2)o1)Nc1nnc(-c2ccccc2)s1,?,3%,4%,3%,-11%,6%,-2%,-9%
COc1ccccc1-c1noc(CCCC(=O)Nc2cc(C)ccc2C)n1,-3%,-11%,/,8%,/,3%,/,/
CC(NC(=O)CCc1cn(Cc2ccccc2Cl)c2ccccc12)c1ccccc1 (centres undefined),1%,?,/,0%,/,3%,/,/
O=C(Nc1ccc(N2CCN(C(=O)c3ccco3)CC2)cc1)c1ccc(F)cc1,1%,?,0%,-4%,-11%,-2%,2%,-3%
Cn1c(N2CCN(S(=O)(=O)c3ccc(F)cc3)CC2)nc2ccccc21,12%,-9%,6%,-2%,-8%,-7%,1%,-20%
Cn1cccc1-c1cc(C(=O)N/N=C/c2cccc(O)c2)[nH]n1,-14%,?,12%,-6%,/,7%,i,-6%
Cc1cccc(-c2noc(CN(C(=O)c3ccc(C)c(C)c3)C(C)C)n2)c1,4%,-11%,/,-1%,/,3%,/,/
O=c1[nH][nH]c(C(F)(F)F)c1C=NCc1cccc(Cl)c1,-3%,-3%,4%,1%,/,-2%,-5%,-4%
COc1ccc(COC(=O)c2[nH]c3c(c2C)C(=O)CC(c2ccc(OC)c(OC)c2)C3)cc1 (centres undefined),-3%,?,/,-2%,/,-10%,/,/
Cc1nc2c(ncn2-c2ccccc2)c(=O)n1NC(=O)CN1CCCC1,?,-12%,10%,1%,8%,-2%,-4%,-1%
FC(F)(F)c1cc(-c2ccccc2)nc(N2CCCCCC2)n1,0%,-8%,6%,-2%,/,-2%,i,-15%

# Bioassay records: PubChem, National Center for Advancing Translational Sciences (NCATS)

# The list is partial (hit frequency here may not be typical).
